Screens (PubChem BioAssay)
hcGAS inh = Primary biochemical luminescence assay for human cyclic GMP-AMP synthase inhibitors | Q8N884 | recombinant h-cGAS, ATP depletion, Kinase-Glo luminescence | inhibition, % at 12.5 µM | hit rate 0.081% among 290,000;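 also: 0% = vehicle reaction and 100% = reaction without DNA for no activity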
Target sequence (Q8N884 whole entry, looked up): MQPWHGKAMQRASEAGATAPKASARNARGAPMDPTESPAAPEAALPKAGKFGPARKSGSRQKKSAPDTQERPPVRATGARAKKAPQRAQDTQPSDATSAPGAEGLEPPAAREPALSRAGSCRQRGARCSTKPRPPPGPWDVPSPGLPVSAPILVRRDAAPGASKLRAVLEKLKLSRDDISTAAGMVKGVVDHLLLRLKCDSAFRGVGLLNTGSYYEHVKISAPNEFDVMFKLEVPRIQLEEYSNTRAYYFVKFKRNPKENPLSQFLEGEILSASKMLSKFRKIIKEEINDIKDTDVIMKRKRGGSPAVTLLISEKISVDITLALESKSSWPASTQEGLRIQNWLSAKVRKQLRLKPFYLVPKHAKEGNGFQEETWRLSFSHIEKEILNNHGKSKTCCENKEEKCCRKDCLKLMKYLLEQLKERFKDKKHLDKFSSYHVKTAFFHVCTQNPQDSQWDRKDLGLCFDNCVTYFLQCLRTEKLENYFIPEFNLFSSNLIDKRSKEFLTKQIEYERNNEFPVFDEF
mcGAS inh = cyclic GMP-AMP synthase inhibitors, mouse, primary biochemical chemiluminescence; hit rate 0.15% among 160,000; recombinant cGAS, Kinase-Glo ATP depletion luminescence; inhibition, % at 12.5 µM; Q8C6L5;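 also: 0% = negative control wells and 100% = reference inhibitor with no enzyme activity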
NPYLR7 ag = agonists of mosquito NPYLR7 receptor, primary screen, cell-based, Aedes aegypti, calcium fluorescence, mosquito biting behavior; Aedes aegypti neuropeptide Y-like receptor 7 (NPYLR7); HEK293T NPYLR7/Galpha15, GCaMP6s calcium fluorescence; activation, % at 10 µM; hit rate 0.15% among 270,000; AID 1259423, 2018; in the data active = activation above about 40%;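 also: 0% = vehicle and 100% = reference agonist at the receptor; some compounds past the cut are filed as inactive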
* = called active by the depositor; nt = no result given; & = joins results of further samples. Rule as the data show it, unless noted: active = inhibition above about 40%; inactive = the rest.

SMILES	hcGAS inh	mcGAS inh	NPYLR7 ag
CC(=O)Nc1cccc(NC(=O)c2cnc3sc(C)cn3c2=O)c1	-7	nt	2
Cc1cc(C)cc(-n2c(SCC(=O)Nc3nccs3)nc3c(c2=O)SCC3)c1	-9	-7	-5
Cc1noc(C)c1CC(=O)N(C)Cc1cc(Br)ccc1F	-6	nt	4
CC(=O)Nc1ccc(/C(C)=N\Nc2nc(N3CCCC3)nc(N3CCCC3)n2)cc1	-9	-7	-3
O=S(=O)(Nc1cccnc1N1CCOCC1)c1cccc(F)c1	-5	nt	-13
Cc1noc(C)c1CCC(=O)NC(C)c1cnn(-c2ccccn2)c1C (stereo not given)	-10	nt	16
CCCCc1ccc(C(=O)N(CC(=O)NCC(=O)Nc2ccc(OC)cc2)CC(C)C)cc1	-7	-4	18
CCc1nnc(NC(=O)c2ccccc2O)s1	-4&2	-3	-2&-6
O=C1CC2Sc3ccc(Cl)cc3N=C2N(Cc2ccccc2)N1 (stereo not given)	5	nt	7
CC(=O)N1CCn2nc(C(=O)NCc3snnc3C(C)C)cc2C1	-3	nt	8
O=C(Nc1cccc(C(F)(F)F)c1)c1sc2cc(F)ccc2c1Cl	-8	-6	5
COc1cc(NC(=O)c2cc(Cl)c[nH]2)c(C(=O)N(C)C)cc1OC	1	-1	-5
O=S(=O)(Nc1cccc(I)c1)c1cccs1	-6	nt	1
Cc1ccc(O)c(CN(Cc2cccnc2)Cc2ccc3c(c2)OCO3)n1	2	2	1
CC(C)(C)C(C#N)NC(=O)c1cnc(-c2ncccn2)s1 (stereo not given)	-8	nt	-20
CN1CCC=C(C(=O)O)C1	-2	nt	-8
CNC(=O)C1CCN(C(=O)COc2ccc(Oc3ccc(C)cc3)cc2)CC1	-8	nt	7
COCCN(CC(=O)N1CCc2sccc2C1c1ccc(Cl)cc1Cl)S(=O)(=O)c1c(C)cc(C)cc1C (stereo not given)	-5	-4	10
COC(=O)c1ccccc1C(=O)C[N+](=O)[O-]	-6	nt	-11
CCOC(=O)c1c(NC(=O)c2cc(OC)c(OC)c(OC)c2)sc2c1CCC(C)C2 (stereo not given)	-4	-6	-6
Cc1ccc2[nH]c(CNC(=O)c3ccc(C#CC(C)(C)O)o3)nc2c1C	0	-2	-2
CC1(C)Cc2c(cnn2-c2ccccc2)C(NC(=O)COc2ncnc3ccccc23)C1 (stereo not given)	0	-3	nt
Cc1ccc(C(=O)NCCCN2CCOCC2)cc1[N+](=O)[O-]	-6	nt	-7
CC(C)CCn1c(N2CCOCC2)nc2c1c(=O)n(C)c(=O)n2C	-1	-5	nt
CCOC(=O)CC1(NC(=O)NCc2c(C)nn(C)c2C)CCCCC1	-4	-6	nt
Cc1cccc(NC(=O)c2cc3ccccc3oc2=O)n1	-1	-4	-9
O=C(O)c1ccc(-c2cnn3cccnc23)s1	0	nt	3
CCCCN(C(=O)CCl)C(CC)c1nc2ccccc2c(=O)n1-c1ccc(F)cc1 (stereo not given)	3	-3	-3
Cn1c(O)c(N=NC(=O)c2ccc(O)cc2O)c2ccccc21	0	34	-4
O=C(OCCCN=C1NS(=O)(=O)c2ccccc21)c1ccccc1	-2	-5	7
Cc1nn(Cc2ccc(F)cc2)c(Cl)c1/C=C1/C(=O)Nc2ccccc21	-12	nt	-1
O=C(Cn1nnc2ccccc2c1=O)N1CCCc2cccc(F)c21	-4	nt	1
COc1ccccc1CCN1CCCC(CN(C)C(=O)Cc2cn(C)c3ccccc23)C1 (stereo not given)	-10	-10	4
CCOC(=O)[C@H]1[C@@H](O)C(=O)N(C)C12CCN(C(=O)C1CCCCC1)CC2	9	-2	-4
CN(CC(=O)Nc1ccc(Br)cn1)Cc1ccc(Cl)cc1	-6	nt	1
COc1ccc(C(=O)NC2CCCc3nc(-c4ccccc4)ncc32)o1 (stereo not given)	-6	nt	19
COc1ccc(C(=O)N2C(C(=O)NCc3cccnc3)COC23CCN(C(=O)CC(C)C)CC3)cc1 (stereo not given)	-3	-4	4
C=CCN(CC=C)C(=O)CSc1nnc(-c2cccnc2)n1-c1ccc(C)cc1C	-5	-7	3
CCCCCCCC(=O)Nc1ccc(N2CCCC2)c(C(=O)NCc2ccccc2)c1	2	-1	-6
CCCc1nnc2sc(NC(=O)C34CC5CC(CC(C5)C3)C4)nn12	-2	-4	nt
COC1CN(Cc2ccco2)C(=O)CN(S(=O)(=O)c2ccccc2)C1 (stereo not given)	-2	-4	2
O=C(c1ccccc1Oc1ccccc1)N1CCC(c2ccc(F)cc2)CC1	-10	-3	2
CCOc1nc(-c2ccccc2F)n(-c2ccc(NC(=O)c3ccccc3Br)cc2)n1	-10	-6	-3
Cn1cc(CN(Cc2cccc(-n3cccn3)c2)C2CC2)cn1	-10	nt	17
Cc1ccc(NC(=O)CC(C)(C)C)cc1S(=O)(=O)N(C)C	-5	nt	-23
O=S(=O)(Nc1ccc(Br)cc1)c1ccc(F)cc1	2	-6	3
CCOC(=O)C(=O)Nc1ccc(-c2cccc(-c3ccc(OC)cc3)n2)cc1	-3	-5	-1
CC1CCN(c2ccc(C(=O)N3CCC(Oc4cccnc4)CC3)cn2)CC1	-2	nt	7
CCCn1cc(S(=O)(=O)c2ccc(OC)cc2)c(=O)c2cc(F)c(N3CCC(C)CC3)cc21	-6	-8	-13
Fc1ccc(Cn2ncc3c2CN(c2ncnc4sccc24)C3)cc1	-4	nt	11
C=CCn1c(SCC(=O)OC)nc2sc3c(c2c1=O)CCCC3	-8	nt	1
c1ccc(Cn2nnc3c(Sc4ncco4)ncnc32)cc1	-8	0	11
O=C1OCCC1N1CCCC(NS(=O)(=O)c2cccc(F)c2)C1 (stereo not given)	-6	-15	6
COc1ccc(Cc2nnc(N3CCCCC3)[nH]c2=O)cc1	-5	nt	12
COc1ccc(F)c(F)c1-c1nccn1-c1ccc(-n2cncn2)cc1	-1	-12	-6
COCC(=O)N1CCN(c2cc(-n3nc(C)cc3C)ncn2)CC1	-3	-6	-11
O=C(NC1CCCCC1)c1cnc2n(c1=O)CCS2	-1	nt	2
O=C(Nc1ccc2c(c1)CN(C(=O)c1n[nH]c3c1CCC3)CC2)c1ccccn1	1&-5	-2	4&1
CCC(C(=O)N(C)Cc1ncccc1C)N1Cc2ccccc2C1=O (stereo not given)	-6	-17	-1
O=C(NCCc1nnc2n1CCNCC2)C1(c2ccccc2)CC12CCCC2 (stereo not given)	-2	-6	nt

(continued)
SMILES	hcGAS inh	mcGAS inh	NPYLR7 ag
O=c1c(Cl)c(Cl)cnn1Cc1cc(-c2cccs2)on1	-5	nt	7
NC(=O)c1c(NC(=O)Cn2nc(C(F)(F)F)c3c2CCCC3)sc2c1CCCC2	-5	nt	1
COc1ccc(C(=O)N(Cc2cccc(C)c2)[C@@H]2CCCCC2NC(=O)[C@H]2CCCN2C(=O)Cc2cccs2)cc1 (stereo not given in full)	-5	-7	16
CC1Sc2ccc(C(=O)N(CCN3CCCC3)Cc3ccc(Cl)cc3)cc2NC1=O (stereo not given)	6	nt	8
CC(C)(O)C#Cc1cccc(C(=O)N2CCC(Nc3ncccn3)CC2)c1	0	-14	6
CCc1ccc(C2CC(=O)Nc3c2c(-c2ccccc2)nn3C)o1 (stereo not given)	-3	-10	7
Fc1ccccc1C1c2[nH]c3ccccc3c2CCN1Cc1cnc(N2CCOCC2)s1 (stereo not given)	2	-13	1
O=[N+]([O-])c1ccc(O)c(/C=N\Nc2nc3nonc3nc2Nc2ccc(I)cc2)c1	-6	-6	-8
COC(=O)C1=C(C(=O)OC)C2C=CC1C1C3C4C=CC5C(C=C4)C5C3C21 (stereo not given)	-3	nt	-1
COc1ccc(-c2cc(C(=O)N3CCN(C(=O)/C=C/c4ccccc4)CC3)c(C)n2-c2ccccc2)cc1	-1	-5	8
CN(CCN1CCOCC1)C(=O)CC(c1ccccc1)c1ccccc1F (stereo not given)	-7	nt	1
COCC(=O)Nc1ccc(N(C)C)c(CN(C(=O)C2CC2)C2CC2)c1	-5	-5	-5
CC1CC(=NNC(=O)C2CC2)CC(C)(C)C1 (stereo not given)	-2	nt	1
Nc1nc(SCC(=O)N2CCOCC2)[nH]c(=O)c1NC(=O)c1ccc(Br)cc1	-4	-6	0
CCN(CC)c1ccc(C2NC(=O)NC(C)=C2C(=O)OCC(C)C)cc1 (stereo not given)	0	-1	-1
Cc1ccc(CN(C)C(=O)c2n[nH]c(=O)c3ccccc23)c(C)c1	-6	nt	2
CC1CN(C(=O)Cc2csc(Cc3ccccn3)n2)CC(C)(C)O1 (stereo not given)	-1	nt	18
O=C(CCn1nnc2ccccc21)NCc1cccnc1-n1ccnc1	2	nt	0
CC(=O)c1c(C(C)=O)c(C)n(-c2cc(C)c(C)cc2N)c1C	-5	-8	4
O=C(NCCCN1CCOCC1)C1CCCN(Cc2ccco2)C1 (stereo not given)	-9	nt	28
O=C(CCC1CCN(Cc2cccc3c2oc2ccccc23)CC1)N1CCCC1	-6	nt	10
CC(C)(C)c1cc(C(=O)NCCCn2ccnc2)cc(C(C)(C)C)c1	-6	-4	-2
CCOC(=O)c1nn(-c2ccccc2Cl)c(=O)cc1OCC(=O)NCc1ccccc1	-1	nt	7
COc1ccc(C(=O)N(C)CC2CCCCO2)cc1OC1CCN(C(C)=O)CC1 (stereo not given)	-5&-1	nt	6&18
CNC1(c2nnnn2-c2c(C)cccc2C)CCOC(C)(C)C1 (stereo not given)	-2	nt	-1
Cc1cc(N2CCN(C(=O)c3ccc(F)cc3)CC2)nc(-c2cccc(F)c2)n1	3	1	6
COc1ccc(-n2nc(C)c3c(C(F)(F)F)cc(C)nc32)cc1	1	nt	0
COc1ccccc1C1c2cccn2CCCN1Cc1cccc(Cl)c1 (stereo not given)	-11	-4	28
O=C(C1CCN(C(=O)[C@@H]2CCCN2C(=O)Nc2ccccc2Br)CC1)N1CCCCC1	-4	-6	0
COc1ccc(-c2nn(-c3cccc(F)c3)c(OC(C)=O)c2-c2ccc(NC(=O)CC(C)(C)C)cc2)c(OC)c1	3	0	-3
O=C(c1cccc(I)c1)N1CCN(c2ccccn2)CC1	-6	-6	-2
Cc1nccc(NNS(=O)(=O)c2ccccc2)n1	-6	nt	-5
CCOC(=O)c1cc(=O)c2ccc(Cl)cc2o1	-2	nt	6
Cc1cccc(S(=O)(=O)NC(=O)C2(C)CCN2C(=O)c2ccco2)c1 (stereo not given)	-6	-4	-5
CC(C)[C@@H]1CN(C(=O)CCC(F)(F)F)C[C@H]1C(=O)O	5	-3	nt
Cc1ccc(C(NC(=O)c2ccc3c(c2)[nH]c(=O)n3C)C2CC2)cc1 (stereo not given)	-1&-8	nt	3&10

In another format: 18 of the compounds above
compound | hcGAS inh | mcGAS inh | NPYLR7 ag
CC1CN(C(=O)Cc2csc(Cc3ccccn3)n2)CC(C)(C)O1 (stereo not given) | -1 | nt | 18
O=C(CCn1nnc2ccccc21)NCc1cccnc1-n1ccnc1 | 2 | nt | 0
CC(=O)c1c(C(C)=O)c(C)n(-c2cc(C)c(C)cc2N)c1C | -5 | -8 | 4
O=C(NCCCN1CCOCC1)C1CCCN(Cc2ccco2)C1 (stereo not given) | -9 | nt | 28
O=C(CCC1CCN(Cc2cccc3c2oc2ccccc23)CC1)N1CCCC1 | -6 | nt | 10
CC(C)(C)c1cc(C(=O)NCCCn2ccnc2)cc(C(C)(C)C)c1 | -6 | -4 | -2
CCOC(=O)c1nn(-c2ccccc2Cl)c(=O)cc1OCC(=O)NCc1ccccc1 | -1 | nt | 7
COc1ccc(C(=O)N(C)CC2CCCCO2)cc1OC1CCN(C(C)=O)CC1 (stereo not given) | -5&-1 | nt | 6&18
CNC1(c2nnnn2-c2c(C)cccc2C)CCOC(C)(C)C1 (stereo not given) | -2 | nt | -1
Cc1cc(N2CCN(C(=O)c3ccc(F)cc3)CC2)nc(-c2cccc(F)c2)n1 | 3 | 1 | 6
COc1ccc(-n2nc(C)c3c(C(F)(F)F)cc(C)nc32)cc1 | 1 | nt | 0
COc1ccccc1C1c2cccn2CCCN1Cc1cccc(Cl)c1 (stereo not given) | -11 | -4 | 28
O=C(C1CCN(C(=O)[C@@H]2CCCN2C(=O)Nc2ccccc2Br)CC1)N1CCCCC1 | -4 | -6 | 0
COc1ccc(-c2nn(-c3cccc(F)c3)c(OC(C)=O)c2-c2ccc(NC(=O)CC(C)(C)C)cc2)c(OC)c1 | 3 | 0 | -3
O=C(c1cccc(I)c1)N1CCN(c2ccccn2)CC1 | -6 | -6 | -2
Cc1nccc(NNS(=O)(=O)c2ccccc2)n1 | -6 | nt | -5
CCOC(=O)c1cc(=O)c2ccc(Cl)cc2o1 | -2 | nt | 6
Cc1cccc(S(=O)(=O)NC(=O)C2(C)CCN2C(=O)c2ccco2)c1 (stereo not given) | -6 | -4 | -5

Other results.
SMILES	hcGAS inh	mcGAS inh	NPYLR7 ag
C=C(C)Cn1c(C(=O)N2CCN(C(=O)Nc3ccc(C(=O)OCC)cc3)C(C)C2)cc2ccsc21 (stereo not given)	-7	-8	nt
Cc1cc(C)cc(N(C)S(=O)(=O)c2ccsc2-c2nc(-c3ccccc3)no2)c1	-2	-2	nt
Cc1cc(N/C=C(/Cl)C(=O)C(F)(F)F)n[nH]1	1	nt	1
COc1cc(OC)c(NC(=O)c2ccc3c(c2)COCO3)cc1Cl	-6	nt	8

Compounds as they come (roughly 0.26% active in at least one column).
